TRHR enhancer – allosterically enhances the human TRH receptor. actives 0.66% (n = 360,000). TRHR cells, fluo-8 calcium fluorescence, EC20 TRH enhancement. enhancement, % at 2 µM. P34981; in the data active = enhancement above about 30%; also: 0% is about no effect
Target sequence (P34981 whole entry, looked up): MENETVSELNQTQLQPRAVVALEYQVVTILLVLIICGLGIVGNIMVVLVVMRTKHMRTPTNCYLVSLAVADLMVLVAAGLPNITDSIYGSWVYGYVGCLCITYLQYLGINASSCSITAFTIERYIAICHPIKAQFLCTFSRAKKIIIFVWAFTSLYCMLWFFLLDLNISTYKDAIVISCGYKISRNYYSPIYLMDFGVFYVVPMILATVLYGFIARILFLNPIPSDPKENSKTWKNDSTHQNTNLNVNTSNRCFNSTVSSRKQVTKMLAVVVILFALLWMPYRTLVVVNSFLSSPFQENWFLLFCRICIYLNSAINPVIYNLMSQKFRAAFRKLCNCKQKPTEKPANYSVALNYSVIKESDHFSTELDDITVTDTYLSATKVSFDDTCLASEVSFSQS
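TRHR-expressing cells loaded with fluo-8 calcium dye were read kinetically (ex 480/em 530) during compound addition, then stimulated with an EC20 of TRH (10 nM final). Enhancement of the Gq-mediated intracellular calcium response was scored.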
Pin1 inh – human Pin1 inhibition | actives 0.009% (n = 390,000) | Potency, µM (titrated, usually from 115 µM), without a hit: top-dose activity, negative = inhibition, hits mostly inhibitors | AID 504891 | Pin1 FP peptide displacement, HiFluor488, 10 min; active = well fitted inhibition curve with a large enough effect in the polarisation, with a control signal flat, not every such curve was filed as active; inconclusive = small, poorly fitted or top-dose-only effect, or effect the other way, or a change in a side signal; inactive = no such curve, though single readings can be large or run the other way; the % refers to the polarisation; also: potency is read from the fitted curve at half-maximal effect; % is scaled to controls: 0 for no effect and ±100 for the full control effect
Target sequence (Q13526 whole entry, looked up): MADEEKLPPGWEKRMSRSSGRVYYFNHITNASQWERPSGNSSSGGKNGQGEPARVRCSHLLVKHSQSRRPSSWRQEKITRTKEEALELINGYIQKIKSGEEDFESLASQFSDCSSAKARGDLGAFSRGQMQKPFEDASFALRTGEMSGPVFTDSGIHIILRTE
TRHR ag – activates the human TRH receptor. P34981. activation, % at 2 µM. actives 0.18% (n = 360,000). TRHR cells, calcium flux fluo-8, FDSS agonist mode; in the data active = activation above about 30%; also: 0% is about no effect
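Steps: seed TRHR cells overnight; add fluo-8 no-wash Ca dye, RT 30 min–1.5 h; record 10 s baseline; pin-transfer compounds; monitor fluorescence 1 cycle/s for the agonist window. Calcium increases flag candidate agonists.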
D2 ag – agonists of human D2 dopamine receptor | HEK293 T-REx D2 cells, calcium flux agonist mode | activation, % at 2 µM | actives 0.53% (n = 340,000) | AID 485358;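 active = activation over 3 SD above normal in the single-dose calcium agonist read, cut at about 30% in these data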; also: 0% is about no effect
Target sequence (P14416 whole entry, looked up): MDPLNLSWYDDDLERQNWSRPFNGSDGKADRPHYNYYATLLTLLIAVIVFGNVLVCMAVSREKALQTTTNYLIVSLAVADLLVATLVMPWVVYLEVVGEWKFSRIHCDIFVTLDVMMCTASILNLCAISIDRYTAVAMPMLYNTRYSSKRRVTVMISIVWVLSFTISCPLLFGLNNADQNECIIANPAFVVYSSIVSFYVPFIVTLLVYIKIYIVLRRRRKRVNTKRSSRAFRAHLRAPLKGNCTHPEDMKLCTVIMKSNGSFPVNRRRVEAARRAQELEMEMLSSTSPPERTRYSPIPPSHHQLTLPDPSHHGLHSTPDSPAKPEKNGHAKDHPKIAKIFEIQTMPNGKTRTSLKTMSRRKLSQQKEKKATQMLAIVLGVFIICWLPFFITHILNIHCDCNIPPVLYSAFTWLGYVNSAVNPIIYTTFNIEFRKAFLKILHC
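Agonism is scored from calcium flux in a force-coupled, inducible HEK293 cell line expressing D2, read kinetically for 180 s after compound addition against dopamine controls.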
D2 antag – antagonists of human D2 dopamine receptor; P14416; HEK293 TREx D2 cells, calcium flux, dopamine EC80; inhibition, % at 10 µM; actives 2% (n = 340,000); in the data active = inhibition above about 30%; also: 0% is about no effect
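Cells plated overnight at 30 C with tetracycline; no-wash calcium dye, 30–90 min RT; 10 s baseline; compound pinned; 180 s read; EC80 dopamine added; another 180 s read.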
TrxR1 substrate – substrates of rat thioredoxin reductase 1; AID 588456; actives 0.01% (n = 390,000); purified TrxR1 substrate turnover, NADPH consumption readout; O89049; Potency, µM (top dose mostly 114 µM), inactives show top-dose activity change, negative = substrate turnover; also: potency is read from the fitted curve at half-maximal effect; % is scaled to controls: 0 for no effect and ±100 for the full control effect; nearly all actives have a fitted effect of over 50% in size
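Rat TrxR1, dispensed at 90 nM, was prereduced with 400 uM NADPH (final) for 5 min at ~22 deg C, then incubated with compound 15 min before 400 uM selenite. A first-read NADPH fluorescence drop versus no-compound background flagged substrates.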
USP1-UAF1 inh – inhibitors of human USP1/UAF1 deubiquitinase | Potency, µM (top dose mostly 57.1 µM), without a hit: at the highest dose activity change, negative = inhibition, actives largely listed as inhibitors | O94782 | recombinant USP1/UAF1, Ub-Rhodamine cleavage fluorescence | actives 0.23% (n = 390,000); also: potency is read from the fitted curve at half-maximal effect; % is scaled to controls: 0 for no effect and ±100 for the full control effect; nearly all actives have a fitted effect of over 60% in size; inactives centre near -12
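High-throughput fluorogenic screen: 1nM USP1/UAF1 complex, Ub-Rho substrate 150nM final, 50mM HEPES pH 7.8 with 0.5mM EDTA, 0.1 mg/ml BSA, 1mM TCEP and 0.01% Tween-20.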
rTrxR1 inhibitor – rat TrxR1 inhibition | O89049 | recombinant rTrxR1, NADPH fluorescence consumption, selenite substrate | Potency, µM (top dose mostly 114 µM), for the others: at the top dose activity change, negative = inhibition, usual class: inhibitors | actives 1% (n = 390,000) | AID 588453; also: potency is read from the fitted curve at half-maximal effect; % is scaled to controls: 0 for no effect and ±100 for the full control effect; nearly all actives have a fitted effect of over 65% in size
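Rat TrxR1 (90 nM in the dispensed reagent) was pre-reduced with 400 uM NADPH for 5 min at room temperature, then incubated with compound for 15 min. After 400 uM selenite was added, NADPH fluorescence (Ex 340/Em 450 nm) was followed for 8 min.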
mIDH1 inhibitor – inhibitors of human mutant IDH1 R132H. IDH1-R132H enzyme, NADPH consumption, diaphorase/resazurin fluorescence. Potency, µM (doses to about 76.6 µM), without a hit: top-dose activity change, negative = inhibition, actives largely listed as inhibitors. actives 0.093% (n = 390,000). AID 602179; also: potency is read from the fitted curve at half-maximal effect; % is scaled to controls: 0 for no effect and ±100 for the full control effect; nearly all actives have a fitted effect of over 65% in size
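IDH1-R132H (0.5 ug/mL) preincubated 30 min with compound, then NADPH (0.016 mM) and alpha-KG (2 mM) added; 80 min at RT, pH 7.5. Remaining NADPH coupled via diaphorase/resazurin to fluorescence (540/590 nm); concentration-response curves normalized to no-enzyme control.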
Numbers without * were called inactive; ? = inconclusive; / = no result given; [ ] = dose if it differs, or a comment. Unless noted, calls follow the shape of the dose curve; as a rule, active = well fitted inhibition curve with a large enough effect; inconclusive = small, poorly fitted or top-dose-only effect; inactive = no such curve, though single readings can be large or run the other way. Some of the compounds tested, so the mix of outcomes need not match the whole.

compound	mIDH1 inhibitor	rTrxR1 inhibitor	D2 antag	D2 ag	Pin1 inh	TRHR ag	TrxR1 substrate	USP1-UAF1 inh	TRHR enhancer
O=C1CN(C(=O)NCC(=O)N[C@H](C(=O)O)c2ccccc2)c2ccccc2N1	-1%	-13%[57.1 µM]	6	0.0	-3%	-0.3	-4%[57.1 µM]	5%	7
Cc1ccc(NC(=O)c2cccnc2)cc1C	-15%	26%	22	0.5	-5%	0.5	2%	-21%	2
C[C@H](CO)N1C[C@H](C)[C@@H](CN(C)S(=O)(=O)c2cccs2)Oc2ccc(NC(=O)Cc3ccccc3)cc2C1=O	-4%	-1%	/	/	1%	/	-4%	?	/
COc1ccccc1Nc1nc(N)nc(CSC(=S)N2CCOCC2)n1	6%	15%[57.1 µM]	-12	-0.5	0%	-0.3	-5%[57.1 µM]	-15%	2
CC1Sc2ccc(S(=O)(=O)CCC(=O)N3CCCC3)cc2NC1=O (stereo not given)	-10%	19%	3	0.9	-9%	-0.1	1%	-18%	-2
CN1/C(=C\C(=O)Nc2ccc(Cl)cc2)C(C)(C)c2ccccc21	-2%	-1%	1	0.5	?	-0.2	-1%	-25%	-3
C1CCN(CCCNC2C3CC4CC(C3)CC2C4)C1 (stereo not given)	6%	7%	12	0.8	2%	0.0	-2%	-15%	-5
Cc1cccc(C(=O)NC2(C(F)(F)F)N=C(c3ccccc3)N(C3CCCCC3)C2=O)c1 (stereo not given)	1%	8%	/	0.2	0%	-2.1	-2%	-24%	7
COCCn1nnnc1CN1CCC(O)(c2cccc(C(F)(F)F)c2)CC1	4%	16%	18	0.3	-5%	0.6	8%	14%	-4
CC(C)(C)c1ccc(-c2nnc(SCC(=O)Nc3sc4c(c3C#N)CCCC4)o2)cc1	6%	-11%	-7	-0.7	13%	-0.7	-3%	-21%	0
O=C(Cn1ccc2ccccc2c1=O)NCC(=O)N1CCCCC1	6%	14%	-18	3.3	-9%	0.4	11%	?	-4
CC(=O)c1cccc(N(C(=O)Cn2nnc3ccccc32)C(C(=O)NCc2ccccc2)c2ccc(F)cc2)c1 (stereo not given)	-17%	5%	/	/	5%	-1.2	-5%	-9%	7
COc1ccc(NS(=O)(=O)c2cc(N)ccc2N2CCOCC2)cc1	14%	21%	8	0.0	-9%	0.0	-1%	-15%	4
Cc1cc(C(=O)Nc2c(C)nn(Cc3ccccc3)c2C)on1	9%	12%	15	0.1	-5%	-0.5	8%	-29%	-7
CC(C)(C)c1cn(-c2ccccc2)c(=S)[nH]1	-3%	-6%	2	-1.4	-1%	-0.5	-3%	-2%	2
CCOC(=O)/C(=C\c1c[nH]c2ccccc12)NC(C)=O	1%	-9%	6	0.1	-4%	0.1	-10%	-16%	0
N#Cc1c(N)sc(=S)c2c1CCCC2	8%	?	13	1.4	-16%	1.7	-17%	-9%	-4
COc1ccc(CCNC(=O)Cn2c(=O)nc(-c3ccccc3)c3cc(Cl)ccc32)cc1OC	-10%	17%[57.1 µM]	/	-0.1	3%	-0.5	8%[57.1 µM]	-1%	0
CCCCNC(=O)Cn1cnc2sc(C)c(S(=O)(=O)N3CCN(c4ncccn4)CC3)c2c1=O	-7%	0%[57.1 µM]	0	0.4	16%	0.0	0%[57.1 µM]	-20%	-5
O=C(NC1CCCCC1)C(c1ccccn1)N(C(=O)c1csnn1)c1ccccc1F (stereo not given)	3%	8%[57.1 µM]	-5	-0.1	2%	-1.2	3%[57.1 µM]	-16%	-2
Cc1occc1C(=O)NCCc1ccc(Cl)cc1	4%	?	6	0.0	-1%	-0.7	-9%	-3%	-11
CN(c1ccccc1)S(=O)(=O)c1ccc(NC(=S)NC(=O)c2ccccc2)cc1	3%	-41%	-17	0.9	3%	1.0	7%[57.1 µM]	2%	5
CCCOc1ccc(C2=CSC3=NCCN23)cc1	19%	23%	0	0.0	0%	0.0	6%	-25%	0
CC(=O)Nc1ccc(NC(=O)CSc2nnc(-c3ccco3)n2Cc2ccco2)cc1	2%	-2%[57.1 µM]	3	0.2	1%	-0.3	11%[57.1 µM]	-17%	4
O=C(NCc1ccc(Cl)cc1)c1ccc(NC(=O)C2CCCO2)cc1 (stereo not given)	-2%	3%	1	0.3	0%	0.1	-6%	-26%	5
COc1ccc(N2CCN(c3ccc(NC(=O)/C=C\C(=O)O)cc3)CC2)cc1	-2%	1%	/	/	-5%	-0.1	1%	-20%	-2
COc1ccc(NC(=O)Cn2c(=O)n(Cc3ccccc3)c(=O)c3oc4ccccc4c32)cc1Cl	-10%	14%	/	1.0	18%	0.2	-3%	7%	0
COc1ccc(CNC(=O)COC(=O)c2ccc(F)c(S(=O)(=O)N3CCOCC3)c2)cc1	4%	-6%	/	/	-15%	/	-4%	-10%	/
O=C(COC(=O)c1n[nH]c(=O)c2ccccc12)Nc1ccccc1	1%	-1%	-6	0.4	0%	-0.2	-7%	-3%	0
CCCOc1ccc(N2C(=O)CC(N(O)c3ccccc3)C2=O)cc1 (stereo not given)	-4%	7.9µM*	11	0.1	5%	-0.1	-3%	-3%	-5

Random excerpt: 3 records from the list, in no set order.
compound	mIDH1 inhibitor	rTrxR1 inhibitor	D2 antag	D2 ag	Pin1 inh	TRHR ag	TrxR1 substrate	USP1-UAF1 inh	TRHR enhancer
COCCn1nnnc1CN1CCC(O)(c2cccc(C(F)(F)F)c2)CC1	4%	16%	18	0.3	-5%	0.6	8%	14%	-4
COc1ccc(NC(=O)Cn2c(=O)n(Cc3ccccc3)c(=O)c3oc4ccccc4c32)cc1Cl	-10%	14%	/	1.0	18%	0.2	-3%	7%	0
Cc1cc(C(=O)Nc2c(C)nn(Cc3ccccc3)c2C)on1	9%	12%	15	0.1	-5%	-0.5	8%	-29%	-7

Further results follow:
compound	mIDH1 inhibitor	rTrxR1 inhibitor	D2 antag	D2 ag	Pin1 inh	TRHR ag	TrxR1 substrate	USP1-UAF1 inh	TRHR enhancer
Cc1cccc(NC(=O)CC2C(=O)NC3CCCCC3N2C(=O)c2ccccc2Cl)c1 (stereo not given)	-3%	13%[57.1 µM]	-20	0.6	0%	0.7	5%[57.1 µM]	-11%	5
COc1ccc(-c2noc(CN(C(=O)c3cc(OC)c(OC)cc3OC)C(C)C)n2)cc1	26%	12%	/	0.4	-20%	-0.2	-5%	1%	9
O=C(NCCCN1CCOCC1)C1CCN(S(=O)(=O)c2c(Cl)cccc2Cl)CC1	2%	5%	11	0.5	-7%	0.9	0%	-16%	-3
Cn1nnnc1SCC(=O)Nc1ccc(Oc2ccc(Cl)cc2)cc1	-8%	20%	-8	0.0	-2%	0.1	5%	-2%	5
COc1ccc(/C=C/C(=O)OCC(=O)c2ccc(S(=O)(=O)N3CCCCC3)cc2)cc1OC	0%	3%[57.1 µM]	2	1.8	-8%	0.4	-1%[57.1 µM]	-19%	-2
COc1ccc(NC(=O)c2ccccc2)c([N+](=O)[O-])c1	-5%	18%[57.1 µM]	/	/	-3%	-0.8	6%[57.1 µM]	-2%	3
O=[N+]([O-])c1ccccc1CNCCO	1%	-5%	17	0.9	-15%	-0.3	1%	?	0
COc1ccc(-c2cc(C(=O)Nc3c(C)nn(Cc4ccccc4C)c3C)no2)cc1	-5%	-2%	/	0.9	-6%	0.4	-4%	-12%	-3
CSc1nc(NC(C)(C)C)nc(Oc2ccc(=O)n(C)n2)n1	9%	3%	-20	0.1	-2%	1.0	-5%	-6%	4
O=C(Nc1cccc2ccccc12)/C(=C\c1cccc([N+](=O)[O-])c1)NC(=O)c1cccs1	1%	20%	-1	-1.0	2%	-0.9	13%	-1%	-2
O=C(CSc1nncc2ccccc12)Nc1cccc(C(=O)O)c1	3%	23%	-17	-0.5	?	0.0	6%	-21%	4
COc1ccc(OCCn2nnc3sc4c(c3c2=O)CCCC4)cc1	/	5%	/	-1.1	?	-1.4	-5%	2%	5
Cc1ccc(CN2CC(C(=O)NCCCSc3ccccc3)CC2=O)cc1 (stereo not given)	-1%	9%	3	0.3	2%	1.0	1%	-22%	-3

In the list so far, 3 have a COOH group:
compound	mIDH1 inhibitor	rTrxR1 inhibitor	D2 antag	D2 ag	Pin1 inh	TRHR ag	TrxR1 substrate	USP1-UAF1 inh	TRHR enhancer
O=C1CN(C(=O)NCC(=O)N[C@H](C(=O)O)c2ccccc2)c2ccccc2N1	-1%	-13%[57.1 µM]	6	0.0	-3%	-0.3	-4%[57.1 µM]	5%	7
COc1ccc(N2CCN(c3ccc(NC(=O)/C=C\C(=O)O)cc3)CC2)cc1	-2%	1%	/	/	-5%	-0.1	1%	-20%	-2
O=C(CSc1nncc2ccccc12)Nc1cccc(C(=O)O)c1	3%	23%	-17	-0.5	?	0.0	6%	-21%	4

Screening results as filed in PubChem BioAssay.
